Screening results as filed in PubChem BioAssay.
TDP1 cell noCPT: qHTS for Inhibitors of human tyrosyl-DNA phosphodiesterase 1 (TDP1): qHTS in cells in absence of CPT; DT40 Tdp1-/- hTDP1 cells, no CPT, ATP luminescence, 48 h; Potency, µM (titrated, usually from 46.2 µM), without a hit: at the top dose activity change, negative = growth inhibition, usual class: inhibitors; actives 15% (n = 420,000); AID 686978, 2013; also: nearly all actives have a fitted effect of over 55% in size
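No-CPT arm: Tdp1-/-;hTDP1 DT40 cells (400/well) plus compounds, incubated ≥48 hr at 37 °C. Readout CellTiter-Glo luminescence.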
DT40 TDP1 CPT: DT40-hTDP1 cell growth loss with CPT; chicken DT40 Tdp1-/-;hTDP1 cells + 20 nM CPT, ATP luminescence, 48 h; Potency, µM (top dose mostly 46.2 µM), for inactives: at the top dose activity change, negative = growth inhibition, actives largely listed as inhibitors; actives 12% (n = 420,000); AID 686979; also: nearly all actives have a fitted effect of over 55% in size
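Cell growth measured by CellTiter-Glo luminescence after a minimum 48 h, 37 C compound exposure with 20 nM CPT in Tdp1-knockout DT40 cells stably expressing hTDP1, seeded 400/well; qHTS titration format.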
GCN5L2 inh: GCN5L2 (KAT2A) acetyltransferase inhibition | Q92830 | GCN5L2 HAT assay, ThioGlo1 CoA-SH fluorescence | Potency, µM (series often up to 58.9 µM), for inactives: top-dose activity change, negative = inhibition, hits mostly inhibitors | actives 0.21% (n = 390,000)
Target sequence (Q92830 whole entry, looked up): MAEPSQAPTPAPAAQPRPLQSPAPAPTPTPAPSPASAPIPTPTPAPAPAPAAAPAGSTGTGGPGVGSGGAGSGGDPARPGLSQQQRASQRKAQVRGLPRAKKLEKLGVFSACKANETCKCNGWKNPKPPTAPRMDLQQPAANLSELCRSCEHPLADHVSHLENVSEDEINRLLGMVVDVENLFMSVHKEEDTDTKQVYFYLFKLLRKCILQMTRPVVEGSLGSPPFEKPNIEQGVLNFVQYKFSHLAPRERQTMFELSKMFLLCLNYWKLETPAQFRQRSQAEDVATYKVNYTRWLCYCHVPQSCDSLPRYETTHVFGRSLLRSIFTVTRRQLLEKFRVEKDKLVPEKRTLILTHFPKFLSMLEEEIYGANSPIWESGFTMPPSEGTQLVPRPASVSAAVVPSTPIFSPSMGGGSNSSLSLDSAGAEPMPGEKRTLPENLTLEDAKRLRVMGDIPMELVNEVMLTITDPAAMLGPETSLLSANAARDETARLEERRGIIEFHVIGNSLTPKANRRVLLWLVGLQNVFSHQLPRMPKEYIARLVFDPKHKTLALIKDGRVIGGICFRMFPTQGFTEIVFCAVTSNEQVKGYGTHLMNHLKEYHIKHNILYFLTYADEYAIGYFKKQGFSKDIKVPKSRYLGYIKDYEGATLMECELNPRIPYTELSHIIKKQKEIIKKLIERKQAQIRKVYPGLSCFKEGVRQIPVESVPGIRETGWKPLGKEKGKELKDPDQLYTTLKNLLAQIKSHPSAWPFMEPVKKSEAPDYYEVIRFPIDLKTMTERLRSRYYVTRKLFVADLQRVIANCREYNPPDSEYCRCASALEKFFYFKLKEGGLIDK
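Enzyme at 20nM final was mixed with library compounds for 15 min at room temperature. Peptide H3(1-25) at 75uM, acetyl-CoA at 70uM and ThioGlo1 at 50uM were then added. Plates were read immediately and after 20 min (Ex340nm/Em540nm).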
Starred values were filed as active, the others as inactive; ? = inconclusive; · = no result given; & = joins results of further samples. Calls follow the shape of the dose curve; as a rule, active = well fitted curve in the direction sought with a large enough effect; inconclusive = small, poorly fitted or top-dose-only effect, or another doubt; inactive = no such curve, though single readings can be large; an effect the other way counts as inactive or inconclusive. % is scaled to controls: 0 for no effect and ±100 for the full control effect; potency is read from the fitted curve at half-maximal effect.

structure	TDP1 cell noCPT	DT40 TDP1 CPT	GCN5L2 inh
CC1(Cc2c(Cl)cccc2Cl)C(=O)Nc2cc(-c3ccccc3Cl)ccc21 (stereo not given)	?	?	·
Nn1c(COc2ccc(Cl)cc2)n[nH]c1=S	3%	5%	-6%
O=C(CN(c1cc(C(F)(F)F)ccc1Cl)S(=O)(=O)c1ccccc1)NCCc1ccccc1	21µM*	?	-6%
Cc1ccc(CN2CC(C(=O)NNC(=O)Cn3ccc(C(F)(F)F)n3)CC2=O)cc1 (stereo not given)	9%	4%	-9%
CCN(CC)C(=S)SCC(=O)Nc1cccc(C(F)(F)F)c1	?	-11%	·
CCOC(=O)C(NC(=O)Nc1ncccn1)(Oc1ccccc1)C(F)(F)F (stereo not given)	-7%	?	1%
CC(C)N(C(=O)CSc1n[nH]c(=O)n1CCc1ccccc1)C(C)C	?	0%	2%
O=C(COc1ccc(F)cc1)Nc1nccs1	-4%	-4%	0%
CCOC(=O)c1nc(C)n(-c2ccc(Cl)cc2Cl)n1	-12%	-13%	1%
CC(=O)N1CC(C)Sc2ccc(S(=O)(=O)NCCc3ccc(C)cc3)cc21 (stereo not given)	7.3µM*	18µM*	-27%
O=C(Nc1ccccc1N1CCOCC1)c1ccc2c(c1)C(=O)N(Cc1ccncc1)C2=O	-14%	1%	-2%
COc1ccc(NC(=O)c2ccc([N+](=O)[O-])cc2[N+](=O)[O-])c(OC)c1	-20%	-22%	4%
COC(=O)c1ccnc(/C=N/O)c1	-4%	-8%	-3%
COc1ccc(C(=O)C(CN2CCCC2)c2ccccc2)cc1 (stereo not given)	3.2µM*	4µM*	0%
CCOc1cc(C)nc(N2CCC(C(=O)Nc3ccccc3OCC)CC2)n1	-16%	?	-2%
COc1cccc(CNC(=O)c2cccc(N3CCCS3(=O)=O)c2)c1	-23%	-30%	-19%
c1ccc([C@H]2CC3C[C@@H](c4ccccc4)N2O3)cc1	0%	2%	-5%
O=S(=O)(NCc1ccccc1F)c1cccc(S(=O)(=O)N2CCOCC2)c1	-20%	-7%	4%
COC(=O)C1(CC2CC(c3ccccc3)=NO2)CCN(C(=O)OC(C)(C)C)CC1 (stereo not given)	21µM*	?	·
COc1ccc(NC(=O)CN(C)CC(=O)Nc2cccc(C(F)(F)F)c2)cc1	?	-4%	-16%

The last six records of the section above open the next one:
structure	TDP1 cell noCPT	DT40 TDP1 CPT	GCN5L2 inh
CCOc1cc(C)nc(N2CCC(C(=O)Nc3ccccc3OCC)CC2)n1	-16%	?	-2%
COc1cccc(CNC(=O)c2cccc(N3CCCS3(=O)=O)c2)c1	-23%	-30%	-19%
c1ccc([C@H]2CC3C[C@@H](c4ccccc4)N2O3)cc1	0%	2%	-5%
O=S(=O)(NCc1ccccc1F)c1cccc(S(=O)(=O)N2CCOCC2)c1	-20%	-7%	4%
COC(=O)C1(CC2CC(c3ccccc3)=NO2)CCN(C(=O)OC(C)(C)C)CC1 (stereo not given)	21µM*	?	·
COc1ccc(NC(=O)CN(C)CC(=O)Nc2cccc(C(F)(F)F)c2)cc1	?	-4%	-16%
Cc1cc(F)ccc1S(=O)(=O)N1CCCOC1CNC(=O)C(=O)NCC(C)C (stereo not given)	-3%	-13%	-13%
COc1ccccc1OCCSc1nc(C)c(Cc2ccccc2)c(=O)[nH]1	11%	1%	20%
COc1ccc(N(CC(=O)NCc2ccc(Cl)cc2)S(=O)(=O)c2c(C)nn(C)c2C)cc1	-27%	?	-19%
O=c1ccc2ccc(O)cc2o1	-30%&-5%	-20%&-5%	?
CC1CC(CC(=O)NNc2nc(-c3ccccc3)cs2)C(=O)O1 (stereo not given)	17%	-2%	-10%
CC(C)(C)C(=O)Nc1cc(-c2cccc(Br)c2)nn1-c1ccccc1	21µM*	?	-6%
Cc1csc(NC(=O)c2ccc(COc3ccccc3)o2)n1	-21%	?	-9%
CN(C)c1nc(N)c([N+](=O)[O-])c(NCCO)n1	10%	3%	2%
CCOc1ccc(OCC)c(NC(=O)CCSCCc2ccccn2)c1	?	?	-6%
CN1C(=O)Cc2cc(S(=O)(=O)N3CCN(c4ccccc4F)CC3)ccc21	-30%&-12%	?	19%&-3%
CC(C)N(C(=O)COC(=O)c1ccccc1C(=O)N1CCN(c2ccc(F)cc2)CC1)C(C)C	-24%	?	-1%
COc1ccc(C(=O)NC2CC2)cc1OC1CCN(Cc2ccc(F)c(F)c2)CC1	-16%	-2%	-14%
COc1ccccc1N1CCN(C(=O)C2CCCN(S(=O)(=O)c3ccc4c(c3)CCCN4C(C)=O)C2)CC1 (stereo not given)	8.2µM*	8.2µM*	-5%&-1%
O=C1C=C(NCc2ccco2)CC(c2ccc(Cl)cc2)C1 (stereo not given)	?	?	-10%
COc1ccc(OCCC(=O)N2CCOCC2)cc1	-11%	5%	-8%
O=C(Nc1ccc(-n2cnnn2)cc1)c1cc(S(=O)(=O)N2CCCC2)ccc1Cl	?	?	-4%
Cc1cc(Nc2ncc(Cl)cc2Cl)n(-c2ccccn2)n1	-19%	-3%	-6%
O=C(c1ccc(CNS(=O)(=O)c2ccc(Br)cc2)cc1)N1CCCCC1	?	?	3%
O=C1CCCN1CCCNS(=O)(=O)c1ccc(F)cc1F	26%	5%	-1%
C=CCN(CC=C)Cc1ccc(C(=O)OC)o1	-8%	23%	-10%

Next part, overlapping the part above by four compounds.
structure	TDP1 cell noCPT	DT40 TDP1 CPT	GCN5L2 inh
Cc1cc(Nc2ncc(Cl)cc2Cl)n(-c2ccccn2)n1	-19%	-3%	-6%
O=C(c1ccc(CNS(=O)(=O)c2ccc(Br)cc2)cc1)N1CCCCC1	?	?	3%
O=C1CCCN1CCCNS(=O)(=O)c1ccc(F)cc1F	26%	5%	-1%
C=CCN(CC=C)Cc1ccc(C(=O)OC)o1	-8%	23%	-10%
CCCOc1ccc(C=Nc2ccc(OC)c(S(=O)(=O)N3CCOCC3)c2)c(O)c1	9%	-6%	-3%
N#Cc1ccc2nc3c(nc2c1)CCCC3	-19%	-9%	-3%
COc1ccccc1OCC(=O)NCCS(=O)(=O)N1CCN(c2ccccc2)CC1	?	-10%	-12%
Cc1ccn2cc(C(=O)NC3CCN(Cc4ccccc4)CC3)nc2c1	-13%	-22%	-3%
O=S(=O)(c1ccccc1)C1CON(Cc2ccccc2)C1c1ccccc1 (stereo not given)	-11%	23%	-7%
CC(=N[C@@H]1CCCC[C@H]1N=C(C)c1ccccc1O)c1ccccc1O	-12%	0%	1%
COc1ccc(NC(=O)CNC(=O)c2nn(-c3ccc(OC)c(OC)c3)c(=O)c3ccccc23)c(OC)c1	?	?	-4%
Cn1c(SCC(=O)Nc2ccc(NC(=O)c3ccccc3F)cc2)nnc1-c1ccncc1	6%	3%	-4%
COC(C[C@@H]1O[C@@H]1[C@H](O)[C@H](C)OCc1ccccc1)OC	-2%	-7%	-16%
COCCNC(=O)C(c1cccs1)N(C(=O)Cn1nnc2ccccc21)c1ccc(OC)cc1 (stereo not given)	-4%	-25%	-4%
CCOC(=O)c1cc(-c2csc(Nc3c(C)cc(C)cc3C)n2)on1	-9%	-26%	-7%
COc1ccc(CCN2C(=S)N(C)C(=O)C2CC(=O)Nc2ccc(F)cc2)cc1 (stereo not given)	?	?	-6%
CC(=O)COc1nc2c(c(-c3ccco3)c1C#N)CCc1ccccc1-2	?	?	-5%
CCn1nnnc1-c1ccc(OC)c(S(=O)(=O)Nc2ccccc2OC)c1	-17%	0%	·
O=C(O)c1cc(-c2cccs2)nn1-c1ccccc1	1%	-12%	-15%
O=C(NC1CCCCCC1)C(=S)NC1CCCCC1	5%	9%	-1%
Cc1ccc(-c2ccccc2NC(=O)C2C3C=CC(C3)C2C(=O)O)o1 (stereo not given)	-19%	-28%	0%
O=C(c1ccccn1)N1CCN(S(=O)(=O)c2ccc3ccccc3c2)CC1	-27%	-2%	-5%
O=P(O)(O)C(O)C(F)(F)C(F)(F)C(F)(F)C(F)F (stereo not given)	4%	-15%	-15%
CC(C)C(NC(=O)c1c(F)cccc1F)C(=O)NC1CC(C)(C)NC(C)(C)C1 (stereo not given)	-17%	1%	-1%
S=C(NCc1ccccc1)Nc1cccc2ccccc12	18µM*	18µM*	-5%
CCOC(=O)c1c(NC(=O)Cc2coc3cc(C)cc(C)c23)sc2c1CCC2	-14%	-12%	-3%
Cc1cc(OC(=O)N2CCCCC2)cc(C)c1Cl	-3%	?	·
Cc1cc(Cl)ccc1NC(=S)NCc1ccco1	-11%	-16%	-2%
O=C(CNc1ccc(Br)cc1)c1ccccc1	0%	?	?
Cc1oc(-c2ccccc2Cl)nc1CS(=O)CC(=O)NCc1ccc2c(c1)OCO2 (stereo not given)	-5%	-14%	-1%
Cc1cc(C)nc(/N=C(\N)Nc2cc([N+](=O)[O-])ccc2C)n1	-21%	?	1%
Cc1cc(C)nc(NCCCc2ccccc2)n1	-1%	-21%	8%
COc1ccccc1-n1c(C)c(C(C)=O)c2cc(O)ccc21	?	?	-16%
O=C(O)/C=C(\Oc1ccccc1)C1(O)CCCCC1	-8%	-9%	-7%
NC1CCN(c2cccc(Cl)n2)CC1	?	4%&-19%	1%
COCCn1c(SCC(=O)c2c(C)[nH]c3ccccc23)nc2cc(C(=O)NC(C)C)ccc2c1=O	16µM*	12µM*	1%
Cc1cccc([C@@H]2[C@@H]3C(=O)N(Cc4ccccc4)C(=O)[C@@H]3[C@]3(C)C(=O)N(c4cccc(F)c4)C(=O)N23)c1	-19%	?	-2%
COc1ccc(C2=Nc3cccc4cccc(c34)N2)cc1	16µM*	?	-4%
COC(=O)c1sccc1S(=O)(=O)N1CCN(c2cc(Cl)ccc2C)CC1	?	?	-10%
Cc1[nH]nc2c1C(c1ccc(N(C)C)cc1)C1=C(CC(C)(C)CC1=O)N2 (stereo not given)	?	-7%	-10%
CCC(Cc1ccccc1)NC(=O)c1ccc2nc(N3CCC(C)CC3)sc2c1 (stereo not given)	10µM*	21µM*	-4%
CC(C)OCCCNCC(O)c1ccccc1 (stereo not given)	?	-6%	1%
COc1ccc2c(-c3ccc(S(N)(=O)=O)cc3)c(-c3ccc(S(C)(=O)=O)cc3)sc2c1	?	23µM*	-12%
O=C(c1nc2ccccn2c1CNCCCn1ncc2ccccc21)N1CCOCC1	11%	-19%	3%
Cn1c(=O)c2c(nc(N3CCCCCC3)n2CCSc2nc3ccccc3o2)n(C)c1=O	23µM*	7.3µM*	-4%
CC1CCCCN1CC(=O)Nc1sccc1C#N (stereo not given)	-34%	-16%	-3%
O=C1NC2(CCCCC2)N=C1c1ccc(Br)cc1	-12%	-17%	-1%
Cc1ccc(NC(=O)c2csc(-c3ccccc3)c2C)cc1	?	?	0%
CC(=O)CC1(O)C(=O)Nc2ccccc21 (stereo not given)	12%	-4%	?
CC(C)(C)NC(=O)C(c1ccccc1F)n1c(=O)c(-c2cc3ccccc3[nH]2)nc2ccccc21 (stereo not given)	13µM*	?	·
COCc1c(C(=O)OCC(=O)N2c3ccccc3NC(=O)C2(C)C)oc2ccccc12	?	?	-17%
Cc1ccc(C23CC4CC(CC(C(=O)NC(C)C(=O)O)(C4)C2)C3)cc1 (stereo not given)	-19%	-1%	-3%
COc1ccc(OCC(=O)Nc2cc(NC(=O)COc3ccc(OC)cc3)cc(C(=O)O)c2)cc1	6%	2%	-17%
